From PubChem BioAssay
BB579 growth dn – reduces growth of yeast BB579 in restrictive medium; AID 804; inhibition, % at 10 µM; hit rate 0.51% among 140,000; S. cerevisiae BB579 growth, OD615, 48 h;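 active = inhibition above a set limit, 3 SD over the mean compound inhibition, cut at about 44% in these data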; note: inactives centre near -24
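test system = yeast BB579 (DeaD) | buffer or medium = restrictive CSMM-D medium | doses = single compound dose of 10 µM, 0.25% DMSO final | times = 4 h preincubation and 48 h exposure at 30 °C | technique = culture absorbance at 615 nm | benchmarks = amphotericin B 10 µg/mL, positive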
Yeast lifespan up – yeast lifespan extension; hit rate 0.68% among 130,000; S. cerevisiae growth with nicotinamide, OD615; deaD strain in restrictive glucose medium; AID 775; inhibition of the nicotinamide effect, % at 10 µM;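 active = inhibition above a set limit, placed 3 SD over the median of all compounds, cut at about 26% in these data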;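 note: 0% = nicotinamide-treated wells and 100% = cells grown without nicotinamide; some compounds called inactive have numbers as strong as hits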
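Measured by: optical density (absorbance) at 615 nm; System: modified budding yeast, DeaD strain; Medium: restrictive CSMM-D dextrose medium; Timing: 4 h preincubation then 48 h treatment at 30 °C.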
GALR2 blocker – antagonists of human galanin receptor 2 (GALR2). AID 828. inhibition, % at 4 µM. GALR2-expressing cells, antagonist mode. hit rate 0.39% among 140,000. O43603; in the data active = inhibition above about 27%;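 note: cells stimulated with galanin 1-16 at roughly its EC80; 0% = agonist challenge control and 100% = basal control without agonist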
Target sequence (O43603 whole entry, looked up): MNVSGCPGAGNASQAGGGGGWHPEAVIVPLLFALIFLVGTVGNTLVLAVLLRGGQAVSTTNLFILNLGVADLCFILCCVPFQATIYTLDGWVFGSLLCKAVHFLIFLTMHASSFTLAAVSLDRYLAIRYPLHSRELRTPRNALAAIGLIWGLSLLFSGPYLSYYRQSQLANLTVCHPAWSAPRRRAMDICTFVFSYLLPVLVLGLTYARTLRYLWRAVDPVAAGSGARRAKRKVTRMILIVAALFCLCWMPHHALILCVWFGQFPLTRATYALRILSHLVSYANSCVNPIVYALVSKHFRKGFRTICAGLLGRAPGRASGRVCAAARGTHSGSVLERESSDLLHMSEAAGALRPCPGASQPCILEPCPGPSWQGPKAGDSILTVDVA
NPY-Y2 antag – antagonists of human neuropeptide Y receptor Y2 | P49146 | NPY-Y2 expressing cells, antagonist mode | inhibition, % at 2.7 µM | hit rate 0.99% among 140,000; in the data active = inhibition above about 17%;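 note: 0% = vehicle with agonist challenge and 100% = reference antagonist with challenge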
Target sequence (P49146 whole entry, looked up): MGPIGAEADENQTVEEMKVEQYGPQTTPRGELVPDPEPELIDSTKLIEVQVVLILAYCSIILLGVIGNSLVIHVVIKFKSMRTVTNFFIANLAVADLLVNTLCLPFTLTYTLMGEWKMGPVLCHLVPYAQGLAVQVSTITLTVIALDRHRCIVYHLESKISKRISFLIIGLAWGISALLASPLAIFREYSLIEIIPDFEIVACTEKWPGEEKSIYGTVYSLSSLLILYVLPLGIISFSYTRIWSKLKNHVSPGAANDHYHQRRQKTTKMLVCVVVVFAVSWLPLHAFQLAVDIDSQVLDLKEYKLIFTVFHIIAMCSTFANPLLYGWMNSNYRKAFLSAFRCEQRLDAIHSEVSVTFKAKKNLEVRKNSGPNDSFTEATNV
HCT116 PTEN-null – growth suppressors of cells with PTEN tumor suppressor deletion | HCT116 PTEN-null viability, CellTiter-Glo, 60 h; hits give low values | viability, % at 10 µM | hit rate 1.2% among 140,000;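 active = viability at or below a set limit, 4 SD under the median of all tested compounds, cut at about 3.7% in these data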;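 note: PTEN knockout HCT116 line with beta catenin targeted HCT116 as companion control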
Phagocyt inh – inhibitors of macrophage phagocytosis | J774A.1 macrophage IgG-bead phagocytosis, imaging | inhibition, % at 5 µM | hit rate 0.07% among 110,000 | AID 1029;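 active = inhibition above the mean of the plate negative controls plus 5 SD, cut at about 13% in these data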;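 note: phagocytic index as fraction of beads internalized from green versus red external bead signal; plate controls were DMSO negative control for no effect and cytochalasin-D positive control for full effect; some results beyond the cut were filed as inactive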
Measles CPE – protection of cells from measles virus; Measles virus-infected cells, CPE protection, absorbance; protection (pct of control), % at 4 µM; hit rate 1.5% among 140,000; in the data active = protection mostly above about 24%, no sharp cut-off; inactive = mostly below about 26%; note: some compounds called inactive have numbers as strong as hits
bCat KO growth – beta-catenin-lacking colon tumor cell growth suppression | HCT116 beta-catenin knockout viability, CellTiter-Glo, 60 h; hits give low values | viability, % at 10 µM | hit rate 1.5% among 140,000 | AID 818;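 active = viability at or under a set limit, the compound median less 4 SD, cut at about 6% in these data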;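 note: 0% = Hyamine 1622 control at 20 µM and 100% = untreated cell control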
E-sel TNF inh – blocks E-selectin expression induced by TNF alpha | HUVEC TNFa-induced E-selectin immunofluorescence, high content | inhibition, % at 2 µM | hit rate 0.71% among 120,000;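 active = inhibition above the batch mean plus 3 SD, and confirmed as a hit on visual image review, cut at about 43% in these data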;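 note: 0% = TNF-stimulated DMSO wells and 100% = unstimulated control wells; not every result past the cut was called active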
MRP-1 activ – MRP-1 activation. viability increase, % at 10 µM. hit rate 0.61% among 140,000. H69AR cells + doxorubicin, viability rescue, CellTiter-Glo;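 active = viability gain under doxorubicin at or above a set limit, the compound median plus 3 SD, cut at about 4.7% in these data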;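 note: MRP-1 overexpressing cells given doxorubicin 25 µM after compound pretreatment; 18-22 h compound pretreatment then 72 h with doxorubicin before readout; 0% = doxorubicin-only wells and 100% = vehicle-treated cells without doxorubicin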
An asterisk follows results filed as active; . = not tested or not shown.

SMILES	BB579 growth dn	Yeast lifespan up	GALR2 blocker	NPY-Y2 antag	HCT116 PTEN-null	Phagocyt inh	Measles CPE	bCat KO growth	E-sel TNF inh	MRP-1 activ
O=C(c1ccc2c(c1)OCO2)N1CCN(c2ccccc2F)CC1	-11	-13	-1	3	94	5	9	101	-6	-0.3
CC(=O)NC(=S)Nc1cc(C(F)(F)F)ccc1N1CCOCC1	6	-3	5	-1	84	-9	11	87	.	-1.6
COc1cccc(/C=C/C(=O)c2ccc(NS(=O)(=O)c3ccc(C)cc3)cc2)c1	-2	-4	-1	3	95	-10	7	101	-2	-5.9
CCn1c(SCC(=O)c2ccc3c(c2)Cc2ccccc2-3)nnc1-c1ccc(N)cc1	-30	-19	-9	1	89	6	2	83	-3	-3.9
Nc1nonc1C(=Nc1ccccc1)NO	-32	-13	-2	-1	95	0	4	100	.	-2.0
Cc1ccc(C2C(C#N)=C(N)Oc3n[nH]c(C)c32)cc1 (centres undefined)	0	3	-7	0	104	-1	5	87	-9	-0.8
COC(=O)c1cc(NC(=O)c2ccoc2C)cc(C(=O)OC)c1	-14	-8	-1	-2	102	3	3	99	-2	-0.9
CC(C)(C)c1ccc(OCC(=O)N(c2ccccn2)C2CCCCC2)cc1	-27	6	-15	1	70	-7	1	57	13	-0.5
CCOc1cc(C(=S)N2CCN(C)CC2)ccc1OCC(=O)N1CCOCC1	-43	-9	6	1	106	-1	7	107	-14	-0.1
Nc1nc2ccc([N+](=O)[O-])c(N)c2s1	-13	-14	-6	1	89	.	2	91	1	-5.4

Copied from the entries so far for reference:
SMILES	BB579 growth dn	Yeast lifespan up	GALR2 blocker	NPY-Y2 antag	HCT116 PTEN-null	Phagocyt inh	Measles CPE	bCat KO growth	E-sel TNF inh	MRP-1 activ
O=C(c1ccc2c(c1)OCO2)N1CCN(c2ccccc2F)CC1	-11	-13	-1	3	94	5	9	101	-6	-0.3
CC(=O)NC(=S)Nc1cc(C(F)(F)F)ccc1N1CCOCC1	6	-3	5	-1	84	-9	11	87	.	-1.6

(continued)
SMILES	BB579 growth dn	Yeast lifespan up	GALR2 blocker	NPY-Y2 antag	HCT116 PTEN-null	Phagocyt inh	Measles CPE	bCat KO growth	E-sel TNF inh	MRP-1 activ
CCc1cc2cc(C(=O)Nc3ccc(C)cc3)sc2s1	-45	.	5	9	95	.	10	94	7	0.8
Nc1ccc2oc(-c3cccc(Br)c3)nc2c1	-18	-24	3	1	77	-4	15	78	.	-4.7
COc1ccccc1NC(=O)N1CCCC1C(=O)NCc1ccccc1F (centres undefined)	-29	-7	8	2	110	-2	12	91	-18	-0.1
O=C(Cc1ccc(-n2c(=S)[nH]c3ccccc3c2=O)cc1)N1CCN(c2ccccc2)CC1	-51	-4	-4	2	105	0	4	97	0	2.4
N#Cc1c(N)nc2c(c1-c1ccccc1)CCCC2	-48	3	11	3	90	0	3	96	-25	-3.0
CSc1nc(Oc2ccc(C)cc2)cc(C(F)(F)F)n1	-27	-25	-5	0	92	-2	4	105	-31	-1.0
CCOc1ccc2oc(-c3ccccc3)c(C(=O)N(C)C)c2c1	-63	-7	-2	3	90	0	12	90	-8	-0.6
CCN(CC)C(=O)CSCC(=O)Nc1ccccc1	-11	-10	6	0	100	0	5	104	.	-0.7
Cc1nn(C)cc1CN(C)C(=O)c1nn2c(c1Cl)NC(c1cccs1)CC2C(F)(F)F (centres undefined)	-25	-2	0	2	89	-3	14	96	-4	-0.9
COC(=O)c1ccccc1Sc1c(/C=N/OC(=O)c2ccccc2)c(C(F)(F)F)nn1C	-7	-6	-9	-4	81	.	7	75	10	-5.1
O=C(O)Cc1ccc2[nH]c3ccc(CC(=O)O)cc3c2c1	-40	-7	-25	2	96	-1	26	97	0	-0.2
C#CCN(C)Cc1ccccc1	-21	0	11	1	93	.	7	98	.	-2.0
O=C(CN1CCN(Cc2ccccc2Cl)CC1)N/N=C/C=C/c1ccccc1[N+](=O)[O-]	-1	3	4	2	81	-13	7	78	.	-1.1
COc1ccc(NC(=O)CCCn2c(=O)c3sccc3n(Cc3ccccc3C)c2=O)cc1	-3	0	-9	5	95	-5	23	81	20	-1.4
CCOC(=O)Cc1csc(NC(=O)COc2ccc3ccccc3c2)n1	-44	-9	1	5	102	-1	8	87	13	-0.4
Cc1ccccc1C(=O)N1CCCN(C(=O)c2ccccc2C)CC1	-31	-14	-2	4	87	3	3	79	-40	-1.2
C/C(=N/NC(=O)c1cnccn1)c1cccs1	7	1	-4	1	92	-5	16	78	.	0.4
Cc1ccc(S(=O)(=O)NCCC(=O)O)cc1	-34	-2	-4	1	106	-1	48	102	2	-0.4
CCOc1ccc(C(C)=O)cc1N1C(=O)C2C3C=CC(C3)C2C1=O (centres undefined)	-12	-5	-10	-1	100	-2	14	90	14	-2.2
CN(c1ccccc1C(=O)N1CCOCC1)S(C)(=O)=O	-24	0	2	-1	96	0	7	94	-10	-0.8
COc1ccccc1OCC(=O)N/N=C1/SCC(=O)N1Cc1ccccc1	35	-5	3	6	83	.	2	79	-3	-0.5
O=CN1CCN(C2CC(=O)N(c3ccc(Br)cc3)C2=O)CC1 (centres undefined)	-33	-7	17	1	96	4	5	94	-22	-1.6
CSCC[C@H](NC(=O)OCc1ccccc1)C(=O)O	-11	-9	-1	5	103	0	1	110	8	0.6
CCOc1ccc(C(=O)N/N=C/c2ccc(SC)cc2)cc1	-1	0	1	1	81	-6	5	80	.	-2.7
COCCn1nnnc1C(C(C)C)N1CCOCC1 (centres undefined)	-16	-21	8	2	99	0	27	85	-44	-1.9
O=C(c1ccccc1Cl)N(C(=O)c1ccccc1Cl)c1nccc(-c2cccs2)n1	-22	-4	0	3	61	0	6	64	22	-1.2
COc1ccc(C(=O)OC2CCN(C)CC2)cc1	-38	.	11	7	98	.	8	97	-12	-3.1
CC(C(=O)Nc1ccc(S(=O)(=O)N2CCOCC2)cc1)N(c1ccccc1)S(C)(=O)=O (centres undefined)	-39	-6	5	8	100	1	2	99	-31	-1.2
O=C(CSc1nnc(-c2cccnc2)n1-c1ccc(SC(F)F)cc1)N1CCCc2ccccc21	-31	0	-4	19*	97	-3	10	91	.	-1.7
Cc1ccc(Cc2nc(-c3ccccn3)no2)cc1	-36	-9	-8	1	92	.	6	91	-1	-0.4
C/C=C/c1ccc(OCCCNC(C)CC)c(OC)c1 (centres undefined)	-20	-3	2	-2	97	.	16	85	4	-2.9
CC(=O)c1sc(NC(=O)COc2ccc(C)c(C)c2)nc1C	-48	6	-2	8	93	-3	9	91	.	-0.7
Cc1ccc(COc2ccsc2-c2n[nH]c(=S)n2C)cc1	-24	-2	-2	3	36	0	8	48	3	-5.4
COc1cc2c(cc1OC)C(c1ccc3c(c1)OCO3)CC(=O)N2 (centres undefined)	-22	0	-9	3	86	.	4	100	0	-3.2
Cc1ccc(S(=O)(=O)N[C@H](C(=O)OCC(=O)NC(=O)Nc2ccc3c(c2)OCCO3)C(C)C)cc1	-35	6	-4	0	85	-3	1	89	.	-2.6
Nn1cnnc1SCC(=O)Nc1ccc(C2CCCCC2)cc1	-4	26	7	0	90	1	5	98	-23	-1.0
Cc1cc2c(C)ccc(C)c2nc1SCC(=O)c1cccs1	-42	-13	6	9	99	0	20	92	27	-0.7
CCOc1cc(C2C(C#N)=C(N)Oc3n[nH]c(-c4ccccc4)c32)ccc1O (centres undefined)	-31	-11	-7	3	104	.	25	96	-3	-1.2
CC(NC(=O)C12CC3CC(CC(C3)C1)C2)c1ccc2c(c1)OCCO2 (centres undefined)	-24	1	-11	3	91	0	7	92	11	6.9*
Cc1cc(NCCN2CCOCC2)n2nc(C)c(-c3ccc(Cl)cc3)c2n1	-59	-24	-6	-3	28	8	8	37	4	-6.8
CCOC(=O)c1ccccc1NC(=O)CN(c1ccccc1C)S(C)(=O)=O	-21	-1	-19	7	86	-1	0	96	15	-0.9
CN1CCN(C2=CC(=O)OC23CCCCC3)CC1	-38	.	-3	-2	98	.	4	97	12	-2.9
CCOC(=O)C1CCCCN1Cc1cccc(OC)c1OC (centres undefined)	-14	0	-4	-2	94	0	2	101	-6	-1.8
O=C(NNS(=O)(=O)c1ccccc1[N+](=O)[O-])c1ccc(O)cc1	-28	-3	-4	2	95	0	4	89	21	-1.4
O=C(c1cn(-c2ccccc2)nc1-c1ccc(Cl)s1)N1CCOCC1	-2	-16	-3	-1	79	-1	15	85	13	-2.4
COc1ccccc1S(=O)(=O)Nc1ccc(-c2nnc3n2CCCCC3)cc1	-8	-21	4	2	95	.	2	95	5	-0.9
COc1ccc(-n2c(=O)cc(N3CCN(Cc4ccccc4)CC3)[nH]c2=O)cc1	-4	-3	-2	0	100	.	1	88	.	-2.5
COc1ccc(N2C(=O)CCC(C(=O)N3CCCCC3)C2c2ccc(OC)c(OC)c2)cc1 (centres undefined)	18	0	-2	1	87	-2	11	95	-6	-0.1
COc1ccc(Cl)cc1NC(=O)CC(C)c1ccccc1 (centres undefined)	21	-9	-6	5	87	.	18	77	15	-3.5
Cc1ccc(C)c(NC(=S)NCc2ccc3c(c2)OCO3)c1	-10	-4	-5	11	81	0	5	82	32	-3.4

The list goes on:
SMILES	BB579 growth dn	Yeast lifespan up	GALR2 blocker	NPY-Y2 antag	HCT116 PTEN-null	Phagocyt inh	Measles CPE	bCat KO growth	E-sel TNF inh	MRP-1 activ
Cc1nnc(NC(=O)c2ccc(S(=O)(=O)N3CCCCCC3)cc2)o1	-25	-12	4	3	78	-1	12	56	.	-1.4
COc1ccc(Oc2nc(SC)nc3ccsc23)cc1	-40	-17	2	8	58	.	4	58	4	-1.7
Cc1c(/C=N/N2C(=O)C3C4C=CC(C4)C3C2=O)c2ccccc2n1C (centres undefined)	-26	-4	2	0	87	-10	18	91	3	-1.5
O=C(COc1ccc(C(=O)c2ccccc2)cc1)NC1CCCCCC1	-27	-2	5	9	61	-6	2	60	-21	-4.2
Cc1ccc(CSc2nnc(Nc3ccc(C)cc3)s2)cc1	-23	-4	-23	5	103	-1	31	94	24	-1.6
CCOC(=O)/C(=C/c1ccc(OC(=O)c2ccccc2)cc1)C(C)=O	17	33*	-6	2	86	-4	11	84	.	3.7
c1ccc(Sc2cccc3ccccc23)c(CNC2=NCCN2)c1	-8	-4	-1	2	19	3	3	10	22	-4.8
COC(=O)c1ccc(/C=N/NS(=O)(=O)c2cc(C)ccc2C)cc1	-44	1	8	17	92	-6	3	94	-13	-1.6
O=C(Nc1ccc2c(c1)OCCO2)C1CCCN(S(=O)(=O)c2cccs2)C1 (centres undefined)	-9	-11	-14	8	79	7	6	86	.	-1.8
CCOc1nc(OCC)nc(-n2cc(-c3ccccc3)nn2)n1	-25	-13	-7	3	97	-3	8	81	.	3.2
CCN1CCN(C(=O)Cn2ncc3c2-c2ccccc2OC3)CC1	16	-10	3	1	94	0	1	89	.	-1.0
COc1c(F)c(F)c(C(=O)Nc2ccc(N3CCN(C(C)=O)CC3)c(Cl)c2)c(F)c1F	-9	-5	-2	2	72	0	20	63	-11	-1.0
Cc1cc(C(C)(C)C)oc1C(=O)NCCCNC(=O)c1oc(C(C)(C)C)cc1C	-49	.	-7	6	103	.	8	91	8	-0.8

The order is random; any-hit rate near 6.1%.
